Myeloid diff MLP: promotes myeloid progenitor differentiation; 360,000 tested, 1% active; ER-HoxA9 myeloid progenitors, lysozyme-GFP differentiation, flow cytometry; calls only at 10 µM;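 active = normalized GFP-positive differentiation at or above the plate's own cutoff, the solvent-only control mean plus 3 SD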;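 also: cells exposed to compound for four days before flow analysis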
b-catenin transl: alters nuclear translocation of beta-catenin in HeLa cells; immunofluorescence imaging; nuclear translocation activity, % at 5 µM; 190,000 tested, 0.3% active;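 active = nuclear translocation activity above 50% at 5 µM, with a well cell count of 50 or more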;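 also: per-cell ratio of nuclear to cytoplasmic median beta-catenin stain intensity; plate controls were DMSO negative control for no effect and GSK-3 inhibitor IX positive control for full effect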
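Technique: fluorescence imaging of beta-catenin antibody stain plus DAPI / Material: human HeLa cell line / Incubation: compound treatment 24 h, 37°C, 5% CO2 / Read-out basis: % activation of per-cell nuclear versus cytoplasmic median beta-catenin signal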
Dynein cargo inh: blocks dynein driven cargo transport along microtubules. 3617.4 mouse cells, GR-EGFP nuclear translocation imaging; test concentration mostly 20 µM; stimulated with dexamethasone, 1 µM; hits give low values. 220,000 tested, 0.47% active. z-score, hits read low;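 active = plate z-score of nuclear minus cytoplasmic receptor signal below a set negative limit, without overly bright fluorescence or cell loss, cut at about -3.5 in these data, passing the limit was not always enough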;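 also: z-score of nuclear minus cytoplasmic ring GR-EGFP intensity difference per well; some compounds called inactive have numbers as strong as hits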
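Buffer or medium: tet-free medium with charcoal-stripped serum / Also added: dexamethasone agonist, 1.0 µM final, for 30 min / Timing: induction 48 h, compound 1 h, agonist 30 min / Measured by: high-content fluorescence imaging after fixation / Read-out: nuclear-to-cytoplasmic GR-EGFP distribution per well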
Ins promoter up: MIN6 insulin promoter up-regulation | MIN6 insulin promoter-GFP reporter, high-content imaging; hits give high values | z-score at 5 µM | 190,000 tested, 0.3% active;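 active = z-score above 3 at 5 µM with at least 500 cells counted in the well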
Hep lipid drop: hepatic lipid droplet formation modulation | AML12 mouse hepatocytes, oleate lipid droplets, BODIPY imaging | 240,000 tested, 0.4% active | AID 1656 | inhibition, % at 6.5 µM;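 active = lipid droplet intensity inhibited by at least 50%, with more than 500 cells counted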
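Assay system: AML12 mouse liver cells | Compound dosing: One dose, 6.5 µM compound | Read-out basis: Droplet intensity reduction, % inhibition | Measured by: Fluorescence imaging, 20x objective, two fields per well | Schedule: Overnight treatment with compound plus oleate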
TNAP activation fold: human TNAP enzyme activators, primary screen, biochemical, luminescent, no phosphate acceptor, uHTS (AID 1001). 200,000 tested, 0.03% active. purified TNAP, luminescent activation assay, no phosphate acceptor; higher activation fold means a stronger effect. activation fold at 20 µM, or EC50 in µM where a hit was titrated; in the data active = activation fold from about 3, or a potency from the dose series; inactive = the rest, 99 in 100 with activation fold below about 1.6; also: many of its hits are not listed in these tables
human PMI inhibition: inhibitors of human PMI, primary screen, biochemical, fluorescence intensity, coupled assay (AID 1209); purified PMI enzyme, coupled fluorescence intensity; higher % means a stronger effect; inhibition, % at 20 µM; hits with a dose series show IC50 in µM; 190,000 tested, 0.42% active; in the data active = inhibition above about 50%;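 also: plate controls were DMSO vehicle for no effect and wells lacking substrate for full effect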
MT stabilizer: stabilizes microtubules in HeLa cells | HeLa tubulin immunostaining HCS, 24 h; share of cells brighter than vehicle mean+2SD | % tubulin-high responders, % at 10 µM | 200,000 tested, 0.83% active;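 active = plate Z-score above 3 for both tubulin-high and condensed-nucleus cell shares, with cell loss under 80%, at 10 µM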;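 also: anti alpha tubulin signal scored within the nucleus-defined area of each cell; some results filed as inactive read as strong as hits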
T cell modulator: T cell immune modulation candidate. AID 2052. 2C CD8+ T cell-vesicle binding, flow cytometry; hits give low values. calls only at 7 µM. 330,000 tested, 0.068% active;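 active = response, share of CD8 T cells binding vesicles, and their 90th percentile fluorescence all below set limits, cut at about 80% in these data, passing the limit was not always enough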
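incubation = binding step 1.5 h, 37 °C, antibody labelling 20 min, ice | test system = 2C mouse CD8+ T cells | read-out basis = percent CD8+ FL2 mean versus row control | controls = Peptide-free naked vesicles (low) and QL9 vesicles with 0.7% DMSO vehicle (high) | detection = flow cytometry of vesicle-bound cells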
Dynein cargo inh cytoplasmic EGFP: second read-out of Dynein cargo inh, no call of its own (marks repeat the call); z-score; measured here: cytoplasmic GR-EGFP intensity; hits give high values
Dynein cargo inh nuclear GR-EGFP: also measured in Dynein cargo inh; calls as there; z-score; measured here: nuclear GR-EGFP intensity;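 lower value marks the stronger effect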
Dynein cargo inh cell count: second read-out of Dynein cargo inh, no call of its own (marks repeat the call); z-score; measured here: cell count per field
Ins promoter up cell count: second read-out of Ins promoter up, no call of its own (marks repeat the call); cell count; measured here: cytotoxicity, nuclei count;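 total cells summed across four imaged fields per well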
Hep lipid drop cells 6.5 µM: further read-out of Hep lipid drop, marked with its call; cell count; measured here: cell count, cytotoxicity flag;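 cells counted across two imaged fields per well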
b-catenin transl cell count 5 µM: second read-out of b-catenin transl, no call of its own (marks repeat the call); cell count; measured here: cell count, cytotoxicity flag
T cell modulator vesicle-bound %: also measured in T cell modulator; calls as there; double positive events, %; measured here: CD8+ vesicle-bound cell fraction;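 binding gate set so that unloaded-vesicle control wells show 10% double positive cells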
MT stabilizer Hoechst-high %: second read-out of MT stabilizer, no call of its own (marks repeat the call); % Hoechst-high responders; measured here: nuclear condensation Hoechst responders;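 share of cells brighter than vehicle mean plus two SD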
MT stabilizer cytotoxicity %: also measured in MT stabilizer; calls as there; toxicity, %; measured here: cytotoxicity by cell density;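 0% = mean cell density of plate MIN control wells and 100% = no cells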
Myeloid diff MLP GFP+ MAC1+ %: recorded beside Myeloid diff MLP, whose call it bears; GFP+ MAC1+ double positive, %; measured here: differentiation confirmed by MAC1 staining
Starred values were filed as active, the others as inactive; i = inactive; nt = no result given.

SMILES	Myeloid diff MLP	Myeloid diff MLP GFP+ MAC1+ %	b-catenin transl	b-catenin transl cell count 5 µM	Dynein cargo inh	Dynein cargo inh cytoplasmic EGFP	Dynein cargo inh nuclear GR-EGFP	Dynein cargo inh cell count	Ins promoter up	Ins promoter up cell count	Hep lipid drop	Hep lipid drop cells 6.5 µM	TNAP activation fold	human PMI inhibition	MT stabilizer	MT stabilizer Hoechst-high %	MT stabilizer cytotoxicity %	T cell modulator	T cell modulator vesicle-bound %
O=c1[nH]c(CSc2ncn[nH]2)nc2ccccc12	i	0.4	-1.0	1360	-0.49	-0.23	-0.23	0.27	-0.59	989	32	725	nt	nt	nt	nt	nt	i	23
Cc1cc2ncc(C(=O)Nc3ccccc3)c(C)n2n1	i	1.7	-1.3	1034	-0.41	-0.22	0.11	-0.39	-0.1	1281	13	681	1.1	6%	2.1	2.2	4.4	i	29
Cc1nn2c(NCc3ccccn3)cc(C(C)C)nc2c1-c1ccccc1	i	0.4	2.4	1265	-0.034	-0.18	-0.3	0.075	-2.7	822	-5	771	nt	nt	nt	nt	nt	i	21
COCCn1c(Cc2ccccc2)nnc1SCC(=O)N(C)C	i	0.7	-3.0	993	-0.24	-0.19	0.19	-0.24	0.07	1152	nt	nt	1.2	-6%	5.0	3.2	8.2	i	10
CC1CCC(C(C)C)C(OC(=O)C2=C3c4ccccc4S(=O)(=O)N3CC2)C1 (stereo not drawn)	i	0.5	-2.1	614	-0.25	-0.0036	-0.42	1.2	nt	nt	-16	750	1.1	3%	4.7	2.8	6.5	i	30
CCOc1ccc(NC(=O)CC2SC(=O)N(c3ccccc3)C2=O)cc1 (stereo not drawn)	i	0.5	-1.5	1075	-1.1	-0.26	-0.46	0.43	nt	nt	2	616	0.6	-2%	2.7	1.5	9.2	i	38
Cc1cccc(N(CC(=O)NC2CCCC2)C(=O)c2nsc(Cl)c2Cl)c1C	i	0.3	-1.0	985	-0.34	-0.38	0.015	0.95	0.54	1498	-11	706	1.1	8%	3.0	2.4	0.4	i	30
S=c1[nH]c2cc(Cl)ccc2s1	i	0.6	-1.2	1385	-0.43	-0.24	-0.11	0.72	-0.5	1714	nt	nt	1	-15%	2.4	2.1	9.3	i	45
COc1ccc(C(=O)NC(=S)NNC(=O)c2ccc3ccccc3n2)cc1	i	1.1	0.5	1362	-0.022	-0.24	0.085	0.76	-0.24	984	-33	618	nt	nt	nt	nt	nt	i	59
CCc1cccc(NC(=O)c2ccc(Cn3nc(C)cc3C)o2)c1	i	0.5	nt	nt	0.81	-0.3	0.34	-0.18	0.16	1336	-14	650	1	1%	3.2	1.6	2.5	i	4
O=C(NCc1ccccc1)C(c1cccs1)N(C(=O)c1csnn1)C1CC1 (stereo not drawn)	i	0.7	-5.6	757	-0.76	-0.19	-0.086	-0.12	0.94	1523	nt	nt	1.1	5%	4.1	3.3	9.7	i	37
Cc1ccc2c(c1)cc(CN(Cc1ccco1)S(=O)(=O)c1ccccc1)c1nnnn12	i	0.5	0.3	904	-1.1	-0.17	-0.53	0.85	-0.95	1169	nt	nt	1	72%*	0.1	1.5	11	i	15
COCCCNC(=O)c1c(F)c(F)c(F)c(F)c1F	i	0.3	-4.1	976	-0.25	-0.22	0.63	0.38	0.08	1259	nt	nt	1.2	-4%	3.4	1.9	9.8	i	19
CCN(CC)c1ccc(C(=O)OCC(=O)Nc2cccc(S(=O)(=O)NC3=NCCCCC3)c2)cc1	i	1.0	-2.5	585	-0.55	-0.17	-0.56	0.77	0.44	1433	-20	690	1.2	-2%	2.3	4.3	6.4	i	18
CC(=O)N(CN1C(=O)C2CC=CCC2C1=O)c1cccc(Cl)c1 (stereo not drawn)	i	0.8	0.0	1157	-0.61	-0.2	-0.39	0.53	-0.03	1241	nt	nt	1.1	-2%	2.0	1.8	6.4	i	46
c1ccc(CSc2nnc(-c3cccs3)o2)cc1	i	1.8	-0.3	1116	-0.73	-0.19	-0.13	-0.31	nt	nt	nt	nt	1	10%	5.2	2.7	5.9	i	34
O=C(Nc1ccccc1N1CCN(c2ccc(F)cc2)CC1)C1CCCCC1	i	0.7	-9.1	1020	0.64	-0.58	0.11	0.68	-1.5	1132	nt	nt	1.2	11%	2.1	2.4	3.3	nt	nt
CCCOc1ccc(N2C(=O)C/C(=C\c3ccccc3)C2=O)cc1	i	0.5	-1.2	1298	1.4	-0.19	0.93	-0.97	0.12	1134	9	735	nt	nt	nt	nt	nt	i	28
CC1NC(=O)NC1CCCCCC(=O)NCCc1ccccc1 (stereo not drawn)	i	6.5	-0.9	1039	0.97	-0.25	0.61	-0.079	-0.12	1836	-1	669	1.1	17%	1.7	1.8	1.4	i	30
COC(=O)CNC(=O)COC(=O)c1ccc(Cl)nc1	i	0.6	-1.5	1101	-0.28	-0.32	0.1	1.3	0.05	1280	-4	700	1.1	-9%	1.7	1.9	6.4	i	18
CCC(C)(C)NC(=O)C(c1cccn1C)N(C(=O)Cn1nnc2ccccc21)c1ccc(NC(C)=O)cc1 (stereo not drawn)	i	0.1	1.2	1018	0.86	-0.15	0.67	-1	-0.08	1695	-23	696	1	13%	2.5	2.4	5.9	i	63
CCc1nnc(NC(=O)c2cc(S(=O)(=O)N3CCCCC3)ccc2N2CCOCC2)s1	i	0.2	-3.8	1205	0.4	-0.34	-0.36	0.21	-0.03	1320	-3	717	1.1	6%	2.6	2.4	2.9	i	28
CC1Cc2nc(SCC(=O)NCCc3ccccc3)n(C)c(=O)c2S1 (stereo not drawn)	i	1.9	-2.9	1222	-0.76	-0.2	-0.14	0.33	-0.98	1107	-6	767	1.1	-20%	3.9	1.3	7.7	i	40
O=C(c1ccccn1)N(Cc1cc2ccccc2[nH]c1=O)C1CCCCC1	i	0.8	nt	nt	0.05	-0.18	0.17	-0.19	nt	nt	nt	nt	1.1	1%	1.9	1.1	4.8	i	39
Cc1ccc(C(=O)Nc2cc([N+](=O)[O-])ccc2F)s1	i	0.5	0.3	528	0.37	-0.14	0.16	-0.32	-0.23	834	20	690	1.1	4%	2.9	2.6	1.1	i	40
O=C(COC(=O)c1ccccc1C(=O)c1ccccc1)NCCc1ccccc1	i	0.0	0.2	1119	-0.21	-0.25	-0.1	0.36	0.7	1513	-38	564	1.1	7%	6.5	2.2	12	i	57
N#C/C(=N\Nc1ccccc1)C(N)=S	i	0.4	0.9	1326	-0.48	-0.022	0.14	0.49	-0.11	962	2	800	nt	nt	nt	nt	nt	i	54
Cc1nnc(SCC(=O)NCc2ccccc2)[nH]c1=O	i	1.1	-0.5	1176	-0.2	-0.13	-0.16	0.51	-0.32	959	11	785	1	0%	2.4	1.8	4.0	i	37
O=C(CCn1cccc1)Nc1cccc(F)c1	i	0.5	-1.2	985	3	0.12	3	-3.7	-0.09	1497	nt	nt	1.2	-16%	5.3	2.9	9.4	i	11
CC(=O)c1cc(-c2ccccc2)n(CC(=O)NC(C)(C)C)c1C	i	0.9	1.8	1102	-0.2	-0.24	-0.41	0.64	-0.61	1274	-7	746	1.1	-7%	3.7	3.1	4.9	i	55
O=C(NCC1CCCO1)c1onc(CSc2ccccc2)c1C(=O)O (stereo not drawn)	i	0.4	-0.5	1319	-0.095	-0.19	-0.71	-0.29	-0.48	1601	nt	nt	1.1	-5%	3.7	2.2	3.4	i	35
O=C(NC1CCN(C(=O)Nc2ccccc2Cl)CC1)c1ccccc1	i	0.6	1.0	1073	0.032	-0.24	-0.34	0.58	-0.38	1112	1	729	1	-3%	4.7	1.6	2.1	i	52
COC(=O)c1cc(NC(C)=O)ccc1N1CCOCC1	i	0.1	-0.1	1542	1.4	-0.2	0.86	-2.3	0.59	1347	9	660	1.1	10%	2.3	2.8	14	i	48
CC(C)(C)SCCNC(=O)CN(c1ccc(F)c(Cl)c1)S(C)(=O)=O	i	1.8	-2.8	1407	1.1	-0.25	0.69	-0.72	-1	1548	nt	nt	0.9	-16%	5.0	1.8	4.1	i	6
O=C(N/N=C/c1c[nH]c2ccc(Br)cc12)c1ccn(Cc2ccc(Cl)cc2)n1	i	1.6	-1.0	1369	0.057	-0.046	0.78	0.45	-0.13	1514	nt	nt	1.1	9%	2.0	1.4	6.3	i	64
O=C(COC(=O)Cc1ccccc1F)Nc1ccc(SC(F)F)cc1	i	1.6	-2.4	518	2.5	-0.22	2.2	-0.84	0.04	1229	16	622	1.1	8%	3.3	2.5	2.7	i	10

High-throughput results: PubChem BioAssay, several laboratories

Random draw from the library; about 3% have a hit in one of these screens.
